Assay outcomes as filed in PubChem.
TEAD-YAP inh – TEAD-YAP interaction inhibition; HEK-TIYL cells, TEAD-Gal4/YAP UAS-luciferase luminescence; inhibition, % at 9.12 µM; 1.4% of 640,000 active; AID 1259422; in the data active = inhibition above about 32%;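 note: 0% = median of test compound wells and 100% = reference inhibitor wells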
MITF inh – human MITF inhibition, primary screen. inhibition, % at 2.6 µM. AlphaScreen MITF homodimerization, bead proximity signal. 0.91% of 650,000 active; in the data active = inhibition above about 50%;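 note: 0% = vehicle wells with protein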
GPR151 activ – human GPR151 activation; 1% of 650,000 active; PathHunter beta-arrestin GPR151 cells, luminescence; activation, % at 11.2 µM; AID 1508602; Q8TDV0; in the data active = activation above about 4.9%;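 note: 0% = median of compound wells and 100% = cells with positive control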
FBW7 activator – human FBW7 E3 ligase activation, primary screen. Q969H0. AlphaScreen FBW7–phospho-cyclin E peptide binding, activator screen. normalized activity (activation), % at 26.1 µM. 0.13% of 650,000 active; in the data active = normalized activity above about 1.9%;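 note: purified mutant Fbw7 with reduced substrate affinity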
Target sequence (Q969H0 whole entry, looked up): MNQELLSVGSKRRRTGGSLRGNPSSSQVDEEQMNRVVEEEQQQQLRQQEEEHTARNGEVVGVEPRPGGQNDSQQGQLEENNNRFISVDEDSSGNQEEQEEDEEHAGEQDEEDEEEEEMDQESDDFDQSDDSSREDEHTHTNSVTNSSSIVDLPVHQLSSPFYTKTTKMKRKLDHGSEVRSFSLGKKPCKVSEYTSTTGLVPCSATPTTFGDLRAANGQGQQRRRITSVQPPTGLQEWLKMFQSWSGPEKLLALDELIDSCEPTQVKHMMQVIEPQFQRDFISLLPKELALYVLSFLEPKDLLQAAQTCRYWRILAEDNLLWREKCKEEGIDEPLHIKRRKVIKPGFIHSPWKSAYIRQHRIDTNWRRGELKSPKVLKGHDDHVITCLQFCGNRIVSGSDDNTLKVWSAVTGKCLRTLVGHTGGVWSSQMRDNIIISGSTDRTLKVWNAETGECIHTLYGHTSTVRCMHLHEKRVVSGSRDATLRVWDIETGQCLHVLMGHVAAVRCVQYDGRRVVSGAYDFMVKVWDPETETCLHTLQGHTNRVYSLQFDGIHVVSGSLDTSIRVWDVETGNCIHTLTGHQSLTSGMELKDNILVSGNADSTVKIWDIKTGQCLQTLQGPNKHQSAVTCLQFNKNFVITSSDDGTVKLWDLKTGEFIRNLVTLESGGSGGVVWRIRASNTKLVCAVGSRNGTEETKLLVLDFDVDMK
* marks the source's active call; other numbers are inactive results.

#	mol	TEAD-YAP inh	MITF inh	GPR151 activ	FBW7 activator
1	O=[N+]([O-])c1cccc(-c2nc3ccc(Br)cn3[n+]2[O-])c1	2	10	0.4	1.4
2	O=C(CC1CC2CCC1C2)Nc1ccc(F)c(F)c1F (stereo unspecified)	-19	0	2.2	0.1
3	O=C(Nc1ccc(Cl)c([N+](=O)[O-])c1)/C(=C/c1ccc2c(c1)OCO2)NC(=O)c1ccc(Br)cc1	-8	-5	-0.2	-0.1
4	Cc1cc(C)n(CCNS(=O)(=O)c2ccc(Cl)s2)n1	2	-6	0.7	0.1
5	O=C(CC1C(=O)N(Cc2ccccc2)C(=S)N1CCc1ccc(Cl)cc1)Nc1ccc(F)cc1 (stereo unspecified)	1	22	-1.1	0.5
6	O=C1CC(c2ccccc2Cl)c2ccc3ccccc3c2N1 (stereo unspecified)	9	5	0.5	-0.1
7	COc1ccc(C(=O)COC(=O)CCCC(=O)Nc2cc(C(F)(F)F)ccc2Cl)cc1	-4	-6	0.5	-0.1
8	Cc1cccc2c1N(C(=O)c1cccc([N+](=O)[O-])c1)C(C)(C)c1ssc(=S)c1-2	3	10	1.7	-0.1
9	Cc1ccc2cc(NC(=O)CN3c4cccc5cccc(c45)S3(=O)=O)ccc2n1	10	6	1.5	0.0
10	Cc1cccc(C(=O)OCC(=O)N(C)C2CCS(=O)(=O)C2)c1[N+](=O)[O-] (stereo unspecified)	9	0	-0.4	-0.1
11	O=C(Nc1ccc(S(=O)(=O)NC2CCCCC2)cc1)c1ccncc1	2	2	2.2	-0.1
12	COc1ccc(C(=O)Nn2c(SCC(=O)NCCc3ccccc3)nc3ccccc3c2=O)cc1	71*	-2	2.1	0.0
13	FC(F)(F)c1cccc(CNc2cc(Nc3ccncn3)ncn2)c1	-22	6	-0.3	0.0
14	COc1ccc(/C=C2\C=C(c3ccccc3)N(c3ccc(Cl)cc3Cl)C2=O)cc1Br	7	3	1.4	-0.2
15	Cc1sc2c(c1C)c(=O)nc1n2C(CI)CS1 (stereo unspecified)	3	-9	0.6	0.6
16	CCCOc1ccc(C2NC(=O)NC(C)=C2C(=O)OC2CCCCCC2)cc1 (stereo unspecified)	2	-13	0.6	0.0
17	c1cn(-c2ccc(Nc3nc(Nc4ccc5c(c4)OCO5)c4[nH]cnc4n3)cc2)cn1	31	8	2.2	1.7
18	CCCNc1nc(Nc2cccc(N(C)C)c2)nc(N(CC)CC)n1	28	1	-0.3	-0.2
19	COc1cc(O)ccc1/C=N/NC(=O)c1ccc([N+](=O)[O-])cc1	-1	-9	-0.7	-0.1
20	Cc1ccccc1-n1cc(CN(C)Cc2c(C(=O)N3CCCCC3)nc3sccn23)cn1	3	-12	0.0	-0.2
21	NC(=O)c1oc2ccccc2c1NC(=O)c1ccc([N+](=O)[O-])s1	14	-2	0.3	0.0
22	N#C/C(=C\c1ccc(-c2cccc(Cl)c2)o1)C(=O)NCCN1CCOCC1	2	7	-0.2	0.5
23	Cc1ccccc1C(NC(=O)C1CCN(C(=O)c2ccno2)CC1)c1ccccn1 (stereo unspecified)	-2	11	-0.2	0.2
24	CCOc1ccc(NC(=O)CN(C)S(=O)(=O)c2cccs2)cc1	-26	-2	0.7	0.9
25	CC(C)(C)CN1CCNC(=O)C1CC(=O)NCCc1ccccc1F (stereo unspecified)	0	-13	0.5	0.0
26	CC(C)N(CCNC(=O)c1ccc2nc(-c3ccc(N4CCOCC4)nc3)sc2c1)C(C)C	-39	3	2.7	-0.1
27	CC(=O)NC1=NN(C(C)=O)C2(S1)C(=O)N(C(C)=O)c1ccc(Cl)cc12 (stereo unspecified)	4	0	0.6	-0.2
28	CN(Cc1ccccc1)C(=O)CCC1CCN(C(=O)Cc2cccnc2)CC1	4	10	3.4	0.8
29	CCc1ccccc1NC(=O)C(C)N(c1ccccc1)S(C)(=O)=O (stereo unspecified)	11	8	0.7	0.0
30	O=c1c2c(nc3c(-c4cccc(Br)c4)c[nH]n13)CCCC2	9	13	0.0	0.2
31	Cc1ccc(Br)cc1N1C(=O)c2cccc([N+](=O)[O-])c2C1=O	4	0	0.1	0.1
32	O=C1CCC/C(=N/Nc2nc3ccccc3s2)C1	-11	-1	2.5	0.0
33	CC(C)C(NC(=O)OC(C)(C)C)C(=O)N1CCCC1C(N)=O (stereo unspecified)	9	9	-0.5	2.0*
34	COc1ccc(C=Nc2ccc(N3CCOCC3)cc2)cc1[N+](=O)[O-]	-5	20	-0.3	0.1
35	CCCCCCC1(C)N=C(c2ccc(OC)cc2)CC(c2cccc(OC)c2O)N1 (stereo unspecified)	-29	4	-0.1	-0.2
36	COc1ccc(NC(=O)OCC2c3ccccc3-c3ccccc32)cc1	-1	16	0.3	0.0
37	O=C(OCc1ccc(Cl)c(Cl)c1)C1=COCCO1	9	16	-0.4	0.3
38	O=C(Cn1cnc2c(nnn2Cc2ccc(F)cc2)c1=O)NC1CCCCC1	-7	-3	0.4	-0.1
39	O=C(CSc1ccc2c(c1)OCCO2)N1CCc2ccccc21	-38	5	1.9	0.4
40	CC(=O)NC(=S)Nc1ccc(S(=O)(=O)NC2CCCCC2)cc1	12	11	2.4	0.0
41	CCOC(Cn1c(SCC(=O)c2ccccc2)nc2ccccc2c1=O)OCC	0	0	0.1	0.1
42	COc1cc(OC)cc(C(=O)NCC2CCCN(C(=O)C3=C(C)OCCO3)C2)c1 (stereo unspecified)	-3	-6	0.7	-0.1
43	O=C(CCS(=O)(=O)c1ccc(Br)cc1)N1CCc2ccccc21	-1	14	-2.2	0.1
44	C/C(=N/NC(=O)c1cnccn1)c1ccc(Cl)cc1	-48	-1	0.4	0.0
45	O=C1CC(=O)Nc2cc(S(=O)(=O)N3CCN(c4cccc(Cl)c4)CC3)ccc2N1	5	6	0.1	0.1
46	C/C(CC(=O)Nc1cc(C)ccn1)=N\NC(=O)COc1ccc(Br)c(C)c1	6	7	-2.3	0.3
47	O=C(CSc1ccccn1)N1CCCc2ccccc21	-55	8	-0.4	0.1
48	Cc1ccc(NC(=O)C(=O)NC2CCNCC2)cc1	6	-12	3.6	-0.1
49	COC(=O)c1ccc(NC(=O)CN2C(=O)CC(c3ccccc3)Sc3ccccc32)cc1 (stereo unspecified)	16	4	0.8	-0.1
50	N#CC1(C#N)C(c2ccc(Cl)cc2Cl)C(C(=O)c2ccccc2)N2C=Cc3ccccc3C21 (stereo unspecified)	-12	1	-0.2	0.1

Next section:
#	mol	TEAD-YAP inh	MITF inh	GPR151 activ	FBW7 activator
51	CC(C)OCCCNC(=O)c1nc(-c2cccnc2)no1	-10	-9	-2.7	0.1
52	CCOC(=O)c1sc(Nc2ccc(OCC)cc2)nc1C	6	6	-0.7	0.1
53	COc1ccc(-c2c(NC(=O)CN3CCCC(C)C3)oc3ccccc3c2=O)cc1OC (stereo unspecified)	5	91*	0.1	-0.1
54	CCOc1ccc(-n2c(CNC(=O)c3ccco3)nnc2SCC(=O)Nc2ccc(F)cc2)cc1	-1	-7	0.1	0.0
55	COc1ccc(C2(NC(=O)c3sc(C)nc3C)CCCCC2)cc1	-5	17	0.6	0.3
56	Cc1c(Br)c([N+](=O)[O-])nn1CC(=O)n1cccn1	2	21	-0.6	0.0
57	CC(=O)N1CCC(C(=O)OCc2ccccc2F)(c2ccccc2)CC1	-7	4	1.9	0.1
58	O=C(NC(=O)C1CCNCC1)c1cc2c(s1)CSC2	7	20	0.0	0.4
59	O=C(CCOc1ccccc1)Nc1cnn(CC(=O)N2CCC(c3ccc(F)cc3)C2)c1 (stereo unspecified)	1	6	0.8	0.3
60	CCCOC(=O)C1C2C=CC3(CN(c4cccc(C)c4)C(=O)C13)O2 (stereo unspecified)	7	14	-1.0	0.1
61	COC(=O)c1ccc2c(c1)C(=O)N(c1ccc(C)cc1)C2=O	-4	-1	0.9	-0.1
62	O=C1COc2ccc(C(=O)COC(=O)c3ccc([N+](=O)[O-])o3)cc2N1	6	4	-1.2	0.0
63	COC(=O)CCN1C(=O)/C(=C\c2ccc(N(C)C)cc2)SC1=S	5	19	1.6	0.5
64	O=C1N[C@@H](Cc2c[nH]c3ccccc23)C(=O)N2CCN(C(=O)c3cc(Cl)cc(Cl)c3)C[C@H]12	0	-5	0.0	0.0
65	CCOc1ccc(NC(=O)c2ccc(NS(C)(=O)=O)cc2)cc1	3	1	-1.3	0.8
66	O=C(COc1cccc(N2C(=O)C3C4C=CC(C5CC45)C3C2=O)c1)c1ccc(F)cc1 (stereo unspecified)	5	-2	1.2	0.1
67	Nc1ccc(-c2cnc3ccc(NC4CCOCC4)nn23)cc1	3	15	0.2	0.2
68	COc1cc(C(=O)Nc2ccc3nc(N4CCCCC4)cc(C)c3c2)ccc1Br	1	0	-1.5	0.0
69	COC(c1cccs1)c1c[nH]c2ccccc12 (stereo unspecified)	-6	8	-2.2	0.5
70	OC(CN1CCN(Cc2c(F)cccc2Cl)CC1)C(F)(F)F (stereo unspecified)	-2	7	0.6	-0.3
71	c1ccc(OCCNc2ncnc3nc(Nc4cnccn4)[nH]c23)cc1	4	4	5.7*	0.0
72	COc1ccc(C(=O)Nc2ccc(N3CCC(NCc4nc(C)cs4)CC3)cc2)cc1	-9	-8	-0.1	-0.1
73	N#Cc1cccc2c1-c1ccc([N+](=O)[O-])cc1C2=O	10	4	0.3	0.7
74	Cc1sc2nc(C3CC3)nc(SCC(=O)NNC(=O)c3ccco3)c2c1C	8	11	0.2	0.3
75	CCc1ccc(NC(=S)N(CCN(C)C)Cc2cccs2)cc1	1	-9	1.6	-0.2
76	CCNc1nc(NCC)nc(Oc2ccc(OCC)nn2)n1	-2	1	1.2	0.1
77	Cc1c(NC(=O)Nc2ccc3c(c2)OCCO3)c(=O)n(-c2ccccc2)n1C	5	-6	1.3	-0.2
78	NC(=O)c1c(NC(=O)CSc2ncn[nH]2)sc2c1CCC2	0	20	-0.9	0.1
79	CN(Cc1ccccc1)C(=O)NCc1noc2ccccc12	-13	14	1.3	0.6
80	Cc1cc(NC(=O)C(C)(C)C)n(-c2nc(-c3ccc4c(c3)OCO4)cs2)n1	3	15	1.4	0.5
81	Cc1nn2c(=O)c(C(c3cccc([N+](=O)[O-])c3)c3c(O)nc4sc(C)nn4c3=O)c(O)nc2s1	9	7	-1.6	-0.1
82	CN(C)CCNS(=O)(=O)c1cc(Cl)ccc1Cl	1	10	-1.3	0.1
83	O=S(=O)(c1ccc(-c2csc(=Nc3cccc(Cl)c3)n2CCO)cc1)N1CCCCC1	0	9	0.9	-0.5

Compounds 71 through 75, quoted:
#	mol	TEAD-YAP inh	MITF inh	GPR151 activ	FBW7 activator
71	c1ccc(OCCNc2ncnc3nc(Nc4cnccn4)[nH]c23)cc1	4	4	5.7*	0.0
72	COc1ccc(C(=O)Nc2ccc(N3CCC(NCc4nc(C)cs4)CC3)cc2)cc1	-9	-8	-0.1	-0.1
73	N#Cc1cccc2c1-c1ccc([N+](=O)[O-])cc1C2=O	10	4	0.3	0.7
74	Cc1sc2nc(C3CC3)nc(SCC(=O)NNC(=O)c3ccco3)c2c1C	8	11	0.2	0.3
75	CCc1ccc(NC(=S)N(CCN(C)C)Cc2cccs2)cc1	1	-9	1.6	-0.2

Exported with two lines to a compound: entries from further up
Values run as follows: TEAD-YAP inh, MITF inh, GPR151 activ, FBW7 activator
57: CC(=O)N1CCC(C(=O)OCc2ccccc2F)(c2ccccc2)CC1
    -7, 4, 1.9, 0.1
55: COc1ccc(C2(NC(=O)c3sc(C)nc3C)CCCCC2)cc1
    -5, 17, 0.6, 0.3
56: Cc1c(Br)c([N+](=O)[O-])nn1CC(=O)n1cccn1
    2, 21, -0.6, 0.0
30: O=c1c2c(nc3c(-c4cccc(Br)c4)c[nH]n13)CCCC2
    9, 13, 0.0, 0.2

An excerpt from above, reduced to GPR151 activ, MITF inh and FBW7 activator:
cpd	Structure	GPR151 activ	MITF inh	FBW7 activator
80	Cc1cc(NC(=O)C(C)(C)C)n(-c2nc(-c3ccc4c(c3)OCO4)cs2)n1	1.4	15	0.5
81	Cc1nn2c(=O)c(C(c3cccc([N+](=O)[O-])c3)c3c(O)nc4sc(C)nn4c3=O)c(O)nc2s1	-1.6	7	-0.1
82	CN(C)CCNS(=O)(=O)c1cc(Cl)ccc1Cl	-1.3	10	0.1
